High-throughput results: PubChem, several laboratories
Bim-Bcl-B: inhibitors of Bim-Bcl-B interaction, human; inhibition, % at 10 µM; 190,000 tested, 0.073% active; Q9HD36; bead-based flow cytometry, Bim peptide-Bcl-B binding;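 note: 0% = tracer peptide without compound and 100% = reference inhibitor peptide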
Target sequence (Q9HD36 whole entry, looked up): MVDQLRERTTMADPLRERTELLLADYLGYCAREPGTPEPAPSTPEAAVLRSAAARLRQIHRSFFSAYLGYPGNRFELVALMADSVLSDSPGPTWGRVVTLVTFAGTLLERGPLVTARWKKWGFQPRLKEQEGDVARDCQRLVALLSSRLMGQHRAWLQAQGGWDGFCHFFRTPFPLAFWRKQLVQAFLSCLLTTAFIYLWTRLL
RGS8-Gao reg: modulates binding of RGS8 to human Galphao | AID 1423 | 220,000 tested, 0.34% active | response (percent of control binding), % at 10 µM | multiplexed bead flow cytometry; actives lie on both sides; in the data active = response below about 60% or above about 140%; inactive = in between;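 note: Galphao activated as the GDP aluminium fluoride complex binding bead-coupled RGS8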
Target sequence (P09471 whole entry, looked up): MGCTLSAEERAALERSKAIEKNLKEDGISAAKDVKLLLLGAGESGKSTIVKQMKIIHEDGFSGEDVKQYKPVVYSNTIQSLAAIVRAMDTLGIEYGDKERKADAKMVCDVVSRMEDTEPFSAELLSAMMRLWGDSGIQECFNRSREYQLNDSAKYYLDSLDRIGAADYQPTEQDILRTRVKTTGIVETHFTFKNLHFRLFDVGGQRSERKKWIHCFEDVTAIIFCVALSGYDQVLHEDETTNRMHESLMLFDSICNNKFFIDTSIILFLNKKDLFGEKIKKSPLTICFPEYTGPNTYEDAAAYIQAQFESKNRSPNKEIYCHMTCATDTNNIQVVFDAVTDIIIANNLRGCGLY
RGS7-Gao: modulates binding of RGS7 to human Galphao; binding response (% of control), % at 10 µM; AID 1439; P09471; Multiplexed bead flow cytometry; actives lie on both sides; 220,000 tested, 0.35% active; in the data active = binding response below about 49% or above about 150%; inconclusive = no clear call, values can overlap the other calls; inactive = in between;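 note: fluorescent Galphao held in activated GDP-AlF4 state binding bead-coupled RGS7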
Bim-Bcl-W: disrupts Bim peptide binding to human Bcl-W; 190,000 tested, 0.02% active; inhibition, % at 10 µM; Q92843; bead-based flow cytometry;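 note: 0% = bound tracer without compound and 100% = peptide blocker; higher means less fluorescent Bim peptide bound to Bcl-W beads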
Target sequence (Q92843 whole entry, looked up): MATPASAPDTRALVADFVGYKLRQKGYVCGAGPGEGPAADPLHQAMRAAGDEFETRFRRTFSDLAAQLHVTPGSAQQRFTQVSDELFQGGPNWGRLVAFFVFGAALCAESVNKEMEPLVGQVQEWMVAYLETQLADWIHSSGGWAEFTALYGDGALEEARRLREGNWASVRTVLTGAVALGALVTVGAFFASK
Mcl1 Bid PPI: disrupts binding of human Mcl-1 to Bid peptide; Q07820; TR-FRET Mcl-1/Bid-Dy647 peptide binding, 1536-well; inhibition, % at 21.7 µM; 220,000 tested, 0.97% active;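 active = compounds that cut the binding signal by more than half at the single screening dose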;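 note: His-tagged Mcl-1 with europium anti-His antibody binding Bid BH3 peptide; 0% = Mcl-1 plus peptide wells and 100% = peptide-only wells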
Bcl-2 Bim block: disrupts Bim peptide binding to human Bcl-2; Bead-based flow cytometry, Bim peptide-Bcl-2 binding; inhibition, % at 10 µM; 190,000 tested, 0.06% active; in the data active = inhibition above about 40%; inconclusive = no clear call, values can overlap the other calls;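 note: 0% = no compound wells with probe peptide and 100% = reference peptide inhibitor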
Target sequence (P10415 whole entry, looked up): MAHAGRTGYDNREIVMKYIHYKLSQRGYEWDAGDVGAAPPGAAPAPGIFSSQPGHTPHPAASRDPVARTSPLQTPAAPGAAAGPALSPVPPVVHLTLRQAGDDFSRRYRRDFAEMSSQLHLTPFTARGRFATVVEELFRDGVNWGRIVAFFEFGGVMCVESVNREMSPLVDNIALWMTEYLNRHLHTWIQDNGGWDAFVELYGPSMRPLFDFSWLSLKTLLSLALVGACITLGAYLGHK
RGS4-Gao reg: modulates binding of RGS4 to human Galphao. binding response (% of control), % at 10 µM. P09471. 220,000 tested, 0.33% active. AID 1415. Multiplexed bead flow cytometry; actives lie on both sides; in the data active = binding response below about 49% or above about 150%; inactive = in between;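 note: fluorescent Galphao activated with aluminum fluoride binding bead-coupled RGS4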
Bim-Bcl-XL: inhibitors of Bim-Bcl-XL interaction, human. Q07817. Bim peptide-Bcl-XL binding, bead flow cytometry, fluorescence. inhibition, % at 10 µM. 190,000 tested, 0.04% active. AID 1007
Bim-Bfl-1: inhibitors of Bim-Bfl-1 interaction, human | Q16548 | Bead-based flow cytometry, Bim-Bfl-1 binding inhibition | inhibition, % at 10 µM | 190,000 tested, 0.12% active | AID 1008;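 note: 0% = wells without compound plus tracer and 100% = blocker peptide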
Mcl-1 Bim block: inhibitors of Bim-Mcl-1 interaction, human. Bead-based flow cytometry, Bim peptide-Mcl-1 binding. 190,000 tested, 0.1% active. Q07820. inhibition, % at 10 µM. AID 1009;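 note: 0% = no compound tracer wells and 100% = peptide blocker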
GSH fluor: compound fluoresces at 488/530 nm on GSH beads | GSH beads flow cytometry, compound fluorescence 488/530 nm; hits give high values | fluorescence (KMESF) at 10 µM | 190,000 tested, 0.25% active; in the data active = fluorescence above about 89;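 note: glutathione beads carrying GST-tagged Bcl family fusion proteins plus one bare bead set; values are compound well signal with DMSO vehicle wells as background; inactives centre near 16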
Starred values were filed as active, the others as inactive; ? = inconclusive. Cut-off read from the data, not from the text of the source, unless noted: active = inhibition above about 40%. An unsorted share of the library; overall some 1.8% were active at least once.

Fields: Bim-Bcl-B, RGS8-Gao reg, RGS7-Gao, Bim-Bcl-W, Mcl1 Bid PPI, Bcl-2 Bim block, RGS4-Gao reg, Bim-Bcl-XL, Bim-Bfl-1, Mcl-1 Bim block, GSH fluor
CCCCN(CC)C(=O)Cc1cn(C)c2ccccc12
    -2, 100, 97, 0, -34, -6, 100, -3, -2, 0, 26
CCN(CC)C(=O)c1ccc(C)c(Br)c1
    2, 99, 91, 0, -11, 1, 91, -1, -5, -2, 48
CCOC(=O)c1cc(CC)sc1NC(=O)c1ccc2c(c1)OCCO2
    -11, 97, 104, -1, 10, -4, 99, 0, 2, -4, 13
CCC(C)Nc1nc(-c2ccc3c(c2)NC(=O)CO3)cs1 (configuration not stated)
    -7, 97, 97, 0, 21, -8, 97, -4, -11, 2, 15
COc1ccc(OC)c(S(=O)(=O)N(C)CC(=O)N2CCN(c3ccccc3)CC2)c1
    0, 99, 100, 2, -32, 0, 101, -2, 0, 1, 11
Fc1cccc(F)c1-n1c(CN2CCCC2)csc1=S
    -1, 100, ?, 3, -67, -2, 100, 4, 8, -5, 17
CCN1CCN(CC(=O)Nc2ccccc2)C(=O)C1=O
    -1, 103, 98, 1, -20, 0, 103, -3, -7, -2, 15
CN(C)CCNC(=O)c1cc2cc(Br)ccc2oc1=O
    -8, 105, 104, -7, 20, -6, 106, -5, -3, -7, 18
C(=N\n1cnnc1)/c1nc2ccccc2[nH]1
    -7, 102, 100, 0, 6, -11, 100, -10, -17, -4, 24
O=C(O)c1cc(N/N=C/C=C/c2ccccc2)ccc1Cl
    0, 101, 102, -2, -22, -1, 102, -1, -4, 0, 12
CC(C(=O)Nc1nc2ccccc2[nH]1)N1C(=O)C2CC=CCC2C1=O (configuration not stated)
    -14, 100, 98, -1, -30, -11, 97, -17, -18, -5, 30
CN(Cc1ccccc1)CC(O)COc1ccc(CNCc2cccnc2)cc1 (configuration not stated)
    -8, 102, 100, -5, -38, -3, 102, -6, -7, -1, 14
CN1CCN(NC(=O)c2cccs2)CC1
    -5, 104, ?, -4, -15, -6, 105, -7, -10, 0, 17
Fc1ccccc1/C=N/Nc1nn[nH]n1
    -1, 105, 105, -1, -23, -5, 100, 0, 0, -3, 13
O=C(O)CC/C(=C\c1cc([N+](=O)[O-])ccc1Cl)c1nc2ccccc2s1
    37, 113, 103, 33, -12, 28, 105, 40*, 24, 31, 4
CC(C)CC(NS(=O)(=O)c1ccccc1)C(=O)O (configuration not stated)
    -10, 104, 109, -3, 16, -8, 104, -8, -16, -4, 25
CCOC(=O)C1=C(C)OC(N)=C(C#N)C1c1cc(F)ccc1F (configuration not stated)
    -6, 97, 92, -5, 6, -6, 96, -3, -8, -2, 12
COc1ccccc1COn1c(=O)c(-c2ccco2)[n+]([O-])c2ccccc21
    0, 98, ?, -3, 3, -3, 103, 0, 8, -4, 16
CCCCNC(=O)C1CCCN1C(=O)Nc1ccccc1 (configuration not stated)
    -7, 103, 100, -4, -3, -40, 100, -18, -6, -21, 23
Cc1ccc(CNC(=O)CCCn2c(=O)c3ccccc3n(CC(=O)NC3CCCC3)c2=O)cc1
    -5, 97, 98, 0, 1, -8, 97, -9, -10, 0, 39
COc1ccc(O[C@H]2C=C[C@@H](c3ccccc3)O[C@@H]2COC(=O)CCC(C)=NO[C@@H]2O[C@H](COC(C)=O)[C@@H](OC(C)=O)[C@H](OC(C)=O)[C@H]2OC(C)=O)cc1
    -5, 104, 98, 0, -4, -5, 99, 0, -1, -1, 19
Cc1ccc(-n2c(Cc3noc4ccccc34)n[nH]c2=S)cc1
    -21, 101, 105, -7, -51, -3, 102, -8, -4, -5, 13
COc1ccc(NC(=O)CSc2nc(O)c(Cc3ccccc3)c(=O)[nH]2)cc1
    -1, 98, 102, 0, -53, -4, 100, 0, -5, -3, 70
COc1ccc(-c2cnc[nH]2)cc1
    -3, 103, 98, 1, -37, 0, 103, -1, -3, 0, 11
O=C1/C(=N\O)Cc2ccccc21
    0, 99, 100, -1, -1, 1, 101, 2, -1, -2, 19
C#CCNc1nc(C)nc2c1nnn2Cc1ccccc1F
    -1, 97, 91, 0, -35, -6, 93, 5, -9, 0, 58
COc1ccc(CCN2C(=O)NC(NC(=O)C(C)(C)C)(C(F)(F)F)C2=O)cc1OC (configuration not stated)
    -10, 89, 100, -4, -5, -5, 98, -5, 0, -5, 8
COc1cc(C(C)=O)ccc1OCC(O)CN1CCN(S(=O)(=O)c2ccccc2)CC1 (configuration not stated)
    0, 101, 101, 0, -12, -2, 106, -4, -3, -2, 20
O=C(COC(=O)c1ccc(S(=O)(=O)Nc2ccccc2)cc1)NCc1ccco1
    -10, 104, 104, 0, 4, -5, 105, -13, -10, 0, 29
C=CCNC(=O)NC(=O)COn1nnc2ccc(S(=O)(=O)N(C)C)cc21
    -2, 102, 100, -5, -9, -6, 101, -8, -2, -4, 13
On1c(-c2ccco2)nc2c1CCc1nonc1-2
    0, 105, 106, 0, -38, 0, 108, 2, 1, 2, 8
O=c1[nH]c2ccc(N/C(=N/S(=O)(=O)c3ccccc3)c3ccccc3)cc2[nH]1
    0, 95, 96, -3, -12, 0, 100, -6, -1, -7, 8
Cc1ccc(NC(=O)c2ccc(-n3cccn3)c([N+](=O)[O-])c2)cc1
    -5, 100, 101, -2, -21, -3, 99, -4, -10, 10, 23
O=S1(=O)CCN(Cc2ccc(F)cc2)CC1
    0, 96, ?, 0, -23, -2, 93, 0, -6, 0, 14
CCCCOc1ccc(C(=O)N/C(=C\c2ccc(OC)cc2)C(=O)OCc2ccco2)cc1
    -8, 100, 97, 0, -4, -9, 98, -9, -12, -1, 44
Cc1ccccc1-c1nnc(SCC(=O)NCc2ccc3c(c2)OCO3)n1C
    -10, 99, 105, 0, -10, -4, 102, 3, -12, -1, 32
Cc1n[nH]c(C)c1CCCOc1ccccc1
    -8, 100, 100, 0, 14, -6, 101, -2, -11, -3, 24
CCN(CC)C(=O)Oc1ccnc2cc(Cl)ccc12
    -4, 101, ?, 0, -18, -2, 104, -2, -5, 0, 27
O=CNC(=O)c1ccccc1C(=O)O
    -9, 100, 102, 0, -5, -8, 101, 1, -10, 0, 12
CN(C)CCCCOc1ccc(Br)cc1Cl
    -2, 102, 96, -3, -22, -2, 97, -3, -1, 1, 19
CCCc1nc2ccc(NC(=O)c3ccco3)cc2c(=O)n1Cc1ccc(Cl)cc1
    0, 96, 100, 1, 7, -1, 99, -5, 1, -6, 13
COc1ccc(S(=O)(=O)N2CCNCC2)cc1OC
    -3, 98, 100, 0, -13, 1, 101, -3, -6, 2, 14
Cc1occc1C(=O)Nc1cc(C(F)(F)F)ccc1Cl
    2, 91, 95, -1, -4, -3, 91, 3, -2, -1, 43
Cc1ccc(Cl)cc1N1CCN(Cc2cc3c(cc2O)CCC3)CC1
    -1, 100, 98, 0, -6, -1, 97, 3, 0, -2, 16
COc1ccc(-c2nnc(SCC(=O)Nc3cccc(Cl)c3)o2)cc1
    9, 105, 108, 16, -6, 3, 109, 15, 12, 10, 9
COc1ccc(/C=C/C(=O)OCCNC(=O)c2ccncc2)cc1OC
    -1, 101, 99, -1, 2, -3, 100, 1, -4, 0, 15
Cc1ccc2c(c1)-c1c(cnn1CC(=O)Nc1ccccc1N1CCN(C)CC1)CO2
    -5, 98, 96, 2, -13, -9, 96, -1, -12, -2, 20
O=C(Nc1ccccc1N(C(=O)c1ccco1)S(=O)(=O)c1cccs1)c1ccco1
    -7, 101, 99, -1, -29, -9, 99, 0, -17, -9, 275*
Cc1c(OCc2ccccc2)c(=O)ccn1Cc1ccccc1
    -11, 97, 100, -2, -3, -10, 102, -6, -20, 0, 23
CCOc1ccc(NC(=O)CCC(=O)O)cc1
    -3, 99, 98, 2, 0, -6, 97, -1, -7, 0, 10
C=CCSc1nc2sc(C)c(C)c2c(=O)n1CC=C
    -4, 98, 97, 0, -16, 5, 101, 0, 3, -1, 14
O=[N+]([O-])c1ccc(CN2CCN(Cc3c[nH]c4ccccc34)CC2)cc1
    0, 102, ?, 0, 20, 1, 103, 1, -1, 0, 11
Cn1cc(Br)c(C(=O)n2cc(Br)cn2)n1
    0, 102, 103, 0, 3, 0, 104, 0, -4, 1, 12
CCSc1cc(N2CC(C)OC(C)C2)nc(-c2ccccc2Cl)n1 (configuration not stated)
    -7, 104, 100, 3, 8, -11, 101, -2, -11, -2, 12
COCCCNC(=O)CSc1nc2ccccc2c(=O)n1CCCC(=O)NCC1CCCO1 (configuration not stated)
    -4, 103, 101, 1, -9, -1, 106, -2, -10, 4, 17
O=C(COC(=O)Cn1cnc2ccccc21)Nc1cccc2c1C(=O)c1ccccc1C2=O
    -32, 101, 100, -7, 53*, -1, 98, -11, -13, -3, 10
O=C(CSc1ncn[nH]1)Nc1ccnc2ccccc12
    -2, 102, 100, 2, -6, -7, 102, 0, -8, 2, 21

Sorted by length of the SMILES (high to low): 15 of the compounds above
Fields: Bim-Bcl-B, RGS8-Gao reg, RGS7-Gao, Bim-Bcl-W, Mcl1 Bid PPI, Bcl-2 Bim block, RGS4-Gao reg, Bim-Bcl-XL, Bim-Bfl-1, Mcl-1 Bim block, GSH fluor
O=C(COC(=O)Cn1cnc2ccccc21)Nc1cccc2c1C(=O)c1ccccc1C2=O
    -32, 101, 100, -7, 53*, -1, 98, -11, -13, -3, 10
O=C(Nc1ccccc1N(C(=O)c1ccco1)S(=O)(=O)c1cccs1)c1ccco1
    -7, 101, 99, -1, -29, -9, 99, 0, -17, -9, 275*
Cc1ccc2c(c1)-c1c(cnn1CC(=O)Nc1ccccc1N1CCN(C)CC1)CO2
    -5, 98, 96, 2, -13, -9, 96, -1, -12, -2, 20
O=[N+]([O-])c1ccc(CN2CCN(Cc3c[nH]c4ccccc34)CC2)cc1
    0, 102, ?, 0, 20, 1, 103, 1, -1, 0, 11
CCCc1nc2ccc(NC(=O)c3ccco3)cc2c(=O)n1Cc1ccc(Cl)cc1
    0, 96, 100, 1, 7, -1, 99, -5, 1, -6, 13
COCCCNC(=O)CSc1nc2ccccc2c(=O)n1CCCC(=O)NCC1CCCO1 (configuration not stated)
    -4, 103, 101, 1, -9, -1, 106, -2, -10, 4, 17
COc1ccc(-c2nnc(SCC(=O)Nc3cccc(Cl)c3)o2)cc1
    9, 105, 108, 16, -6, 3, 109, 15, 12, 10, 9
COc1ccc(/C=C/C(=O)OCCNC(=O)c2ccncc2)cc1OC
    -1, 101, 99, -1, 2, -3, 100, 1, -4, 0, 15
Cc1ccc(Cl)cc1N1CCN(Cc2cc3c(cc2O)CCC3)CC1
    -1, 100, 98, 0, -6, -1, 97, 3, 0, -2, 16
Cc1c(OCc2ccccc2)c(=O)ccn1Cc1ccccc1
    -11, 97, 100, -2, -3, -10, 102, -6, -20, 0, 23
C=CCSc1nc2sc(C)c(C)c2c(=O)n1CC=C
    -4, 98, 97, 0, -16, 5, 101, 0, 3, -1, 14
COc1ccc(S(=O)(=O)N2CCNCC2)cc1OC
    -3, 98, 100, 0, -13, 1, 101, -3, -6, 2, 14
Cn1cc(Br)c(C(=O)n2cc(Br)cn2)n1
    0, 102, 103, 0, 3, 0, 104, 0, -4, 1, 12
CCOc1ccc(NC(=O)CCC(=O)O)cc1
    -3, 99, 98, 2, 0, -6, 97, -1, -7, 0, 10
CN(C)CCCCOc1ccc(Br)cc1Cl
    -2, 102, 96, -3, -22, -2, 97, -3, -1, 1, 19
